Assay outcomes deposited in PubChem BioAssay by several laboratories.
AddAB inh – growth inhibition of E. coli expressing H. pylori AddAB, primary screen, AddAB inhibitor project, absorbance. inhibition, % at 11.9 µM. 0.29% of 330,000 active. AID 435030, 2010; in the data active = inhibition above about 12%;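 also: 0% = vehicle wells of infected cells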
phage Ecoli inh – growth loss of phage-infected E. coli, primary screen, RecBCD inhibitor project, absorbance, with phage, HTS | inhibition, % at 11.9 µM | 0.26% of 360,000 active | AID 651602, 2012; in the data active = inhibition above about 11%
E coli growth – E. coli V3065 growth inhibition, primary screen, counter-screen for AddAB inhibitor project, absorbance, OD600 | 18 h | inhibition, % at 11.9 µM | 0.27% of 330,000 active;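 active = inhibition above the campaign's mean inhibition across all tested compounds plus 3 SD, cut at about 9.9% in these data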;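 also: uninfected addAB+ strain grown without phage in ampicillin broth; 0% = DMSO wells and 100% = ciprofloxacin 0.95 µg/ml wells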
Rtt109 Vps75 – inhibitors of C. albicans Rtt109/Vps75 HAT, primary screen, biochemical, ThioGlo CoA-SH fluorescence, plate reader. Histone acetyltransferase RTT109 (Candida albicans (strain SC5314 / ATCC MYA-2876)), …. purified Rtt109/Vps75, 4 h. inhibition, % at 34.9 µM. 0.16% of 330,000 active. AID 540336, 2011;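 active = inhibition of at least 50% in every replicate; inconclusive = best replicate reaches 50% inhibition but some replicates fall short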
Target sequence (Q5AAJ8 whole entry, looked up): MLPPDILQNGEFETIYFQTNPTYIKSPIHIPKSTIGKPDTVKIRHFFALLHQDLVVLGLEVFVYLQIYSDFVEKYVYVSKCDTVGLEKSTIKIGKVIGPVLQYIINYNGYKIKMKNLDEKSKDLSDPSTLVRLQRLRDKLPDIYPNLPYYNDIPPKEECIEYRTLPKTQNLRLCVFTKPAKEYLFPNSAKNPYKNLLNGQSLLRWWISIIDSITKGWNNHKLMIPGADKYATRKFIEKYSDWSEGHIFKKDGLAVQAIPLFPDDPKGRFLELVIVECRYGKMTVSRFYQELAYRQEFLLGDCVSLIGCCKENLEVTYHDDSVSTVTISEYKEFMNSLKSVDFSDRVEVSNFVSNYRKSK
DAGLB inh – DAGLB lipase inhibitors, primary screen, biochemical, fluorescence, HTS; Diacylglycerol lipase-beta (Homo sapiens), Q8NCG7; HEK293T DAGLB membrane lysate, EnzChek fluorogenic substrate; inhibition, % at 5.17 µM; 0.059% of 340,000 active; AID 504411, 2011; in the data active = inhibition above about 34%;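 also: 0% = enzyme with vehicle and 100% = wells lacking enzyme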
Target sequence (Q8NCG7 whole entry, looked up): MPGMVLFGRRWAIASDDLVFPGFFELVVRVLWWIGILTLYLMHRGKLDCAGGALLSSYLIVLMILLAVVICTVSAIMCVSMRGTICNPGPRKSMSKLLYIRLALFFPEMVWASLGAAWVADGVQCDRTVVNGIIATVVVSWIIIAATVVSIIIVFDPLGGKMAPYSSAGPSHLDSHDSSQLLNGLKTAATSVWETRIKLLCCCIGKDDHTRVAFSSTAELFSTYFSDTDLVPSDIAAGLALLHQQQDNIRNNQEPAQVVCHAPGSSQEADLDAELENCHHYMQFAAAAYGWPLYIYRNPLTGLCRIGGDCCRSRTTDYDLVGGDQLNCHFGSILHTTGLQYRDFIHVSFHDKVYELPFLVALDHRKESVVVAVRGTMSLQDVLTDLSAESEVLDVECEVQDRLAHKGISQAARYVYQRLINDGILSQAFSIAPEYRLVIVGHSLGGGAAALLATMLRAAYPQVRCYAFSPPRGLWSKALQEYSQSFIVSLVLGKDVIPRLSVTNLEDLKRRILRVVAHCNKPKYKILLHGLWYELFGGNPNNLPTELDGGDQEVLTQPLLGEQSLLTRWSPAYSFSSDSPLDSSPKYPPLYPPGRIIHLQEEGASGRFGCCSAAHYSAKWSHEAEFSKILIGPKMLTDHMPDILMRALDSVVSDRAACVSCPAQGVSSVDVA
Tat transport – E. coli Tat export inhibitors, primary screen, MC4100, TorA-mCherry reporter, fluorescence, single point; inhibition, % at 10 µM; 0.036% of 340,000 active;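 active = mean replicate inhibition at least 50% and at least half of replicates individually reaching 50%; inconclusive = only one of the two criteria met; inactive = neither criterion met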;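 also: exported cargo escapes ClpAP degradation while cytoplasmic cargo is degraded and loses fluorescence; 0% = median of neutral control wells and 100% = median of NaSCN control wells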
PfHsp90 set2 – growth inhibition of PfHsp90-expressing yeast, primary screen, antimalarial PfHsp90 inhibitor project, S. cerevisiae, BacTiter-Glo luminescence, single point, set 2 | inhibition, % at 9.4 µM | BacTiter-Glo ATP, 48 h; yeast lacking PDR1 and PDR3 efflux regulators | 0.32% of 310,000 active;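 active = every replicate shows inhibition above about 80%, whatever the replicate mean, limit read from the data; inconclusive = mean inhibition reaches the set limit but some replicate falls short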;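 also: 0% = DMSO neutral controls and 100% = 20 µM radicicol positive controls; yeast relying on Plasmodium falciparum Hsp90 in place of its own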
CAL PDZ inh – CAL PDZ peptide-binding inhibitors, primary screen, biochemical, fluorescence polarization, Cer-tagged CAL PDZ, HTS | Golgi-associated PDZ and coiled-coil motif-containing protein (Homo sapiens), Q9HD26 | purified CAL PDZ, TMR-peptide fluorescence polarization, 1 h | inhibition, % at 20 µM | 0.02% of 330,000 active | AID 504414, 2011;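 active = highest replicate inhibition of at least 40%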;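 also: plate controls were DMSO neutral control wells for no effect and unlabeled competitor peptide control wells for full effect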
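Material: tagged CAL PDZ protein CerCALP, purified; buffer or medium: sodium phosphate/NaCl buffer pH 7.4 with TCEP, IgG, Thesit; also added: fluorescent TMR peptide probe; schedule: 1 h incubation at room temperature before polarization reading; technique: fluorescence polarization from S- and P-plane intensities, G-factor corrected; control set: unlabelled peptide and DMSO controls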
Wnt bcat act – Wnt/beta-catenin pathway activators, primary screen, cell-based, plate reader, single point; Wnt/beta-catenin reporter cell assay, activator; activation, % at 9.35 µM; 1.2% of 300,000 active; AID 743398, 2014; in the data active = activation above about 30%, passing the limit was not always enough; inconclusive = no clear call, values can overlap the other calls;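 also: 0% = neutral control wells and 100% = positive control wells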
PvdQ acylase – P. aeruginosa PvdQ acylase inhibitors, primary screen, biochemical, fluorescence, plate reader and imaging, single point | purified PvdQ acylase | inhibition, % at 10 µM | 0.063% of 340,000 active | PvdQ acylase [Pseudomonas aeruginosa LESB58]; in the data active = inhibition above about 30%, passing the limit was not always enough; inconclusive = no clear call, values can overlap the other calls;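 also: 0% = vehicle neutral wells and 100% = reference inhibitor wells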
An asterisk follows results filed as active; ? = inconclusive; / = no result given; & = joins results of further samples. No enrichment for hits, and some 1.9% of all compounds hit somewhere here.

SMILES | AddAB inh | phage Ecoli inh | E coli growth | Rtt109 Vps75 | DAGLB inh | Tat transport | PfHsp90 set2 | CAL PDZ inh | Wnt bcat act | PvdQ acylase
Nc1ncnc2c1nc(Sc1ccc(Cl)cc1)n2[C@@H]1O[C@@H]2COP(=O)(O)O[C@H]2[C@H]1O | -1.6 | 3.3 | -0.3 | -20 | 0 | -1 | -4 | -0.2 | 2 | -6
CC(=O)c1cn(-c2ccc(Cl)cc2)c(=O)[nH]c1=O | -0.8 | 1.0 | -1.5 | -4 | -1 | -5 | 15 | / | 1 | -13
Oc1cccc(/C=N/N2CCN(c3ccccn3)CC2)c1 | 3.3 | 1.3 | 2.7 | -6 | 0 | 1 | 2 | -1.5 | 11 | -4
Cc1ccccc1SCC(=O)N1CCN(c2ccc(C(F)(F)F)cn2)CC1 | 3.8 | 5.5 | 3.9 | 3 | -7 | 12 | -1 | -1.0 | -2 | 4
Cn1c(O)c(N=NC(=O)Cc2c[nH]c3ccccc23)c2ccccc21 | / | 2.3 | / | -8 | 5 | -5 | 1 | -1.5 | -2 | 12
COc1ccc(S(=O)(=O)N2CCC(C(=O)N3CCCCC3)CC2)cc1 | 4.5 | 1.2 | 0.9 | 24 | -5 | -7 | 12 | -2.7 | 0 | 4
C=CCc1cc(Cl)ccc1OCCOCCNC(C)CC (stereo unspecified) | 0.6 | 0.1 | 1.8 | -3 | 1 | -7 | -8 | -0.8 | -2 | -11
CC1CC(C)(C)CC2(C1)NC(=O)N(CC(=O)NC1CCCc3ccccc31)C2=O (stereo unspecified) | 4.5 | 3.6 | -0.8 | 38 | 2 | -1 | 8 | -2.0 | -1 | -1
C/C(=N\NC(=O)Cc1ccc(Cl)cc1)c1cccc(NC(=O)c2cccnc2)c1 | / | 0.4 | / | -12 | 0 | -3 | 4 | -1.0 | -1 | -2
CCOc1ccc(NC(=O)c2ccccc2SC)cc1 | 0.5 | 1.4 | 0.8 | -5 | -1 | -4 | -21 | -1.8 | -1 | -6
O=C(c1ccccn1)N1CCN(C(=O)c2ccccn2)CC1 | 3.1 | 2.2 | 0.0 | 0 | -1 | -17 | / | -1.1 | -5 | 1
CN(Cc1ncc[nH]1)C(=O)CC1C(=O)NCCN1Cc1c(F)cccc1Cl (stereo unspecified) | -0.5 | 0.9 | 2.6 | -3 | -2 | -1 | -4 | -0.8 | -1 | -14
O=C(NCc1cccs1)C1CC(=O)N(c2ccc(F)cc2)C1 (stereo unspecified) | 1.7 | 2.7 | -3.0 | 3 | -4 | 0 | / | -0.5 | / | -1
CCCC1(CCC)NC(=O)N(CC(=O)Nc2ccc(Cl)c(S(=O)(=O)N3CCOCC3)c2)C1=O | -2.5 | -2.1 | -0.2 | -4 | -1 | -5 | / | -1.7 | -13 | -6
S=C(Nc1ccccc1Oc1ccccc1)Nc1cccc(Cl)c1Cl | 2.1 | -3.1 | -1.3 | -2 | -3 | 4 | 9 | -0.3 | -1 | -8
COc1ccc(CNC(=O)c2cnc(C)cn2)c(OC)c1 | 0.3 | 1.4 | 0.6 | -1 | -1 | -5 | / | / | / | -11
CC(=O)c1cccc(OC(=O)Oc2cccc(C(C)=O)c2)c1 | / | 3.0 | / | 9 | 1 | -4 | 6 | 0.3 | 0 | -1
COc1ccc(N2C(=O)c3ccccc3S2(=O)=O)cc1 | 1.5 | 2.4 | 0.7 | 0 | -3 | -5 | -38 | -1.9 | 9 | -19
COc1ccc(C(=O)NC2CCCCCC2)cc1S(=O)(=O)N1CCCc2ccccc21 | -0.8 | 1.8 | 2.9 | 1 | -2 | 20 | -20 | 0.6 | -1 | -5
CC(C)NC(=O)CC(=O)N/N=C/c1c(F)cccc1Cl | 1.0 | 6.4 | 0.1 | -2 | 1 | 2 | 6 | -0.1 | 0 | -9
CN1CCN(Cc2nc3c([nH]2)c(=O)[nH]c(=O)n3C)CC1 | -0.5 | 0.8 | -2.0 | 7 | 0 | 3 | 8 | -1.5 | 0 | 12
CNc1oc(Cc2ccccc2)nc1S(=O)(=O)c1ccc(Cl)cc1 | 0.0 | -0.1 | -1.1 | 16 | 0 | -7 | -41 | -3.0 | 0 | -6
O=C(O)C1C2C=CC(C2)C1C(=O)NCc1ccccc1 (stereo unspecified) | 2.2 | 1.2 | 1.7 | -2 | -1 | -3 | 15 | -0.6 | 8 | -8
CCOC(=O)Cc1csc(NC(=O)COc2ccc(N(C)S(=O)(=O)c3cccs3)cc2)n1 | 3.6 | 0.4 | -1.1 | 4 | -4 | 2 | 5 | -1.6 | -1 | -12
O=S(=O)(c1ccccc1)N1CCN(Cc2cccc(Cl)c2)CC1 | -0.2 | 0.5 | 1.8 | 0 | -4 | -7 | -16 | -0.4 | 7 | -10
COC(=O)CCCC(=O)N1CCCC(C(=O)c2ccc(-c3ccccc3)cc2)C1 (stereo unspecified) | 1.2 | 0.2 | -1.2 | 3 | 0 | 5 | 16 | -0.1 | 1 | -17
COc1ccc(OC)c(NC(=O)CC2(CC(=O)O)CCCC2)c1 | -0.5 | -1.6 | -2.1 | -7 | 0 | 5 | 23 | 0.7 | 0 | -12
COc1ccc(C2(c3ccc(OC)cc3)NC(=O)N(CC(=O)N3CCOCC3)C2=O)cc1 | -0.8 | 1.0 | -2.8 | 2 | 1 | -1 | -13 | 0.2 | -2 | -4
Cc1ccc(S(=O)(=O)N(CC(=O)NCc2ccco2)Cc2ccccc2F)cc1 | / | -2.2 | / | 30 | 0 | 2 | 6 | -1.0 | / | -3
O=C(Nc1nnc(C2CC2)s1)c1ccncc1 | 2.4 | 2.4 | -0.2 | -11 | -5 | -3 | -12 | -1.0 | -2 | -12
Cc1ccc(OCC(=O)NC(=S)Nc2cccc(C)n2)cc1 | -2.9 | 1.8 | -3.7 | -5 | -15 | -9 | -2 | -0.7 | -1 | -6
CC(C)(C)NC(=O)NC(=O)CSc1nnc2ccccn12 | 2.1 | 1.9 | 1.8 | -2 | -1 | 4 | 6 | -1.7 | / | -22
CCCCN1C(=O)C(CC(=O)NCC)SC1=Nc1ccccc1 (stereo unspecified) | -3.5 | 2.2 | -2.5 | -3 | 0 | ? | 9 | -1.2 | -1 | 9
Brc1ccc2ncc(Br)cc2c1 | 0.5 | 2.2 | -2.5 | -11 | 0 | -11 | 5 | -0.7 | / | -14
COc1ccc(-c2csc3nc[nH]c(=O)c23)cc1OC | -2.4 | 3.0 | -3.2 | 5 | -1 | -2 | 13 | / | 2 | -3
CCOc1ccc(N(C(=O)c2snc(C(N)=O)c2N)C(C(=O)NCC2CCCO2)c2c[nH]c3ccccc23)cc1 (stereo unspecified) | 1.7 | 1.1 | -1.6 | 9 | 4 | -3 | -3 | -3.1 | -3 | -2
Cc1ccc(OC(=O)CCC(=O)Oc2ccc(C)cc2C)c(C)c1 | / | -2.6 | / | -8 | -20 | 12 | -16 | -0.9 | -4 | -6
Cc1cc(Cl)ccc1C(=O)C1CCCN(C(=O)c2n[nH]c3c2CCCC3)C1 (stereo unspecified) | 2.2 | 4.7 | -2.1 | 21 | 0 | -1 | -12 | -0.4 | -5 | -5
CCOc1ccc(-c2ccc(SCC(=O)NC3CCCCC3)nn2)cc1 | 3.5 | 0.6 | 2.0 | 13 | -5 | -5 | -5 | -0.6 | 20 | 5
Cc1ccc(CS(=O)Cc2ccc(C(=O)NC3CCCCCC3)o2)cc1 (stereo unspecified) | 1.4 | -0.6 | 0.1 | 2 | 2 | -3 | -16 | -2.1 | -1 | -7
O=[N+]([O-])c1ccc(-c2ccc(S(=O)(=O)NCCN3CCCC3)cc2)cc1 | -1.8 | 1.8 | -1.9 | 16 | 1 | -5 | -3 | -1.8 | / | 2
O=C(Cc1cccs1)Nc1nncs1 | 2.2 | 3.1 | 0.1 | -2 | 3 | 0 | 23 | -0.7 | -6 | -15
Cc1ccc(S(=O)(=O)Nc2nc(C)c(NC(=O)OCCCl)s2)cc1 | 2.5 | 1.0 | -2.2 | 2 | 0 | -4 | / | -2.6 | / | -1
O=C(c1ccc(N2CCCC2=O)cc1)N1CCN(c2ccccc2)CC1 | 0.2 | -2.8 | -1.7 | 7 | -6 | -4 | -5 | -1.5 | 0&-1 | -1
CC1(C)CC(=O)C(C=NCCN2CCN(C(=O)C34CC5CC(CC(C5)C3)C4)CC2)=C(O)C1 | 1.1 | 3.6 | -1.7 | -5 | 5 | 0 | -3 | -2.1 | / | -5
CCOC(=O)CC1OC(=O)c2cc3c(cc21)C(=O)OC3CC(=O)OCC (stereo unspecified) | 2.8 | 2.5 | 1.4 | -6 | -1 | -4 | -10 | 0.5 | 1 | -21
O=C(Nc1nc2ccccc2[nH]1)c1cccc([N+](=O)[O-])c1 | 2.4 | 4.1 | -3.3 | / | 0 | 2 | -23 | 0.7 | ? | 14
CCN(CC)c1ccc(C(=O)NNC(=O)c2ccc3c(=O)n4c(nc3c2)CCC4)cc1 | 3.1 | 7.7 | -0.3 | 13 | 2 | -14 | -14 | 0.0 | 1 | -17
CC1Cc2cc(/C(O)=C3/C(=O)C(=O)N(Cc4ccncc4)C3c3ccc(N(C)C)cc3)ccc2O1 (stereo unspecified) | 3.0 | 0.3 | 0.1 | -16 | 3 | -6 | -18 | -1.3 | -3 | -10
C/C(CC(=O)Nc1cccc(C(F)(F)F)c1)=N\NC(=O)C1CCCCC1 | -0.8 | 3.4 | -4.0 | -5 | 2 | 9 | 17 | -2.5 | -12 | -11
CCCOc1ccc2cc(-c3ccccn3)c(=O)oc2c1 | 1.9 | 2.8 | 3.7 | -2 | -11 | -2 | 18 | -2.5 | -13 | -35
CC(C)Cc1c2c([nH]c(=S)c1C#N)CCCC2 | 0.7 | 2.7 | 1.6 | 5 | -3 | -1 | 4 | -0.4 | / | -11
COc1ccc(N2CCN(C(=O)CCS(=O)(=O)c3ccc4c(c3)NC(=O)CO4)CC2)cc1 | 1.8 | -8.4 | 0.3 | -4 | -1 | -2 | 5 | 0.8 | -2 | 1
Cc1ccc(N2CC(C(=O)Nc3nnc(SCCC4OCCO4)s3)CC2=O)cc1C (stereo unspecified) | -0.7 | 0.7 | 0.4 | -1 | 7 | -1 | 23 | -2.0 | 0 | -13
O=C(NNC(=O)c1cc(Cl)ccc1[N+](=O)[O-])c1csc(N2CCOCC2)n1 | 0.3 | 2.7 | 1.4 | -9 | 0 | 12 | / | -1.7 | -3 | -11
N#C/C(=C\c1cc(Cl)ccc1O)C(=O)NC1CCCCC1 | -0.4 | / | 1.3 | 3 | -2 | 6 | -8 | 0.0 | -2 | -20
